STEP block = inhibitors of human striatal-enriched phosphatase STEP; recombinant STEP, OMFP fluorogenic substrate, fluorescence; inhibition, % at 20 µM; actives 0.25% (n = 360,000); P54829; AID 588621;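 active = inhibition at 20 µM, scaled per plate between control wells, above about 37%, limit read from the data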;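 also: 0% = DMSO with enzyme and substrate and 100% = substrate only without enzyme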
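material = STEP tyrosine phosphatase | reagent = fluorogenic phosphatase substrate OMFP at 25 µM final | doses = single compound dose of 20 µM, 1% DMSO final | schedule = 20 min reaction, room temperature, in the dark | measured by = fluorescence, 480/540 nm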
Scp-1 inhibitor = inhibitors of human Scp-1 phosphatase; Q9GZU7; actives 0.88% (n = 340,000); Recombinant Scp1, phosphopeptide, malachite green phosphate absorbance; inhibition, % at 20 µM; AID 493091;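 active = inhibition above about 50% at 20 µM, limit read from the data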;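 also: plate controls were DMSO wells with enzyme for no effect and wells lacking enzyme for full effect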
Target sequence (Q9GZU7 76-261 limits assumed): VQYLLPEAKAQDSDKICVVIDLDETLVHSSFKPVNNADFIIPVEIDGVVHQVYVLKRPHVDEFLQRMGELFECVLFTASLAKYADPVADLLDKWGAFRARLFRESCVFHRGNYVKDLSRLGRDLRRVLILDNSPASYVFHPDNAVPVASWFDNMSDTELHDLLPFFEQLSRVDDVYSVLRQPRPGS
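System: truncated SCP-1 phosphatase (76-261aa); medium: Tris acetate buffer pH 5.5 with MgCl2 and Tween-20; incubation: 45 min room-temperature reaction, 5 min colour, 30 min stabiliser; compound: single 20 µM dose, 1% DMSO; reagent: Phosphorylated 17-residue peptide substrate; read-out: % inhibition at 20 µM; technique: colorimetric free-phosphate detection, absorbance 630 nm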
PABP1 MLLE inh = inhibitors of microRNA-mediated deadenylation, human PABP1 MLLE binding. inhibition, % at 20 µM. GST-MLLE / FITC-PAM2 fluorescence polarization. actives 0.36% (n = 360,000). P11940; in the data active = inhibition above about 35%, passing the limit was not always enough;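 also: plate controls were DMSO wells with GST-MLLE for no effect and wells lacking GST-MLLE protein for full effect; some results filed as inactive read as strong as hits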
Target sequence (P11940 whole entry, looked up): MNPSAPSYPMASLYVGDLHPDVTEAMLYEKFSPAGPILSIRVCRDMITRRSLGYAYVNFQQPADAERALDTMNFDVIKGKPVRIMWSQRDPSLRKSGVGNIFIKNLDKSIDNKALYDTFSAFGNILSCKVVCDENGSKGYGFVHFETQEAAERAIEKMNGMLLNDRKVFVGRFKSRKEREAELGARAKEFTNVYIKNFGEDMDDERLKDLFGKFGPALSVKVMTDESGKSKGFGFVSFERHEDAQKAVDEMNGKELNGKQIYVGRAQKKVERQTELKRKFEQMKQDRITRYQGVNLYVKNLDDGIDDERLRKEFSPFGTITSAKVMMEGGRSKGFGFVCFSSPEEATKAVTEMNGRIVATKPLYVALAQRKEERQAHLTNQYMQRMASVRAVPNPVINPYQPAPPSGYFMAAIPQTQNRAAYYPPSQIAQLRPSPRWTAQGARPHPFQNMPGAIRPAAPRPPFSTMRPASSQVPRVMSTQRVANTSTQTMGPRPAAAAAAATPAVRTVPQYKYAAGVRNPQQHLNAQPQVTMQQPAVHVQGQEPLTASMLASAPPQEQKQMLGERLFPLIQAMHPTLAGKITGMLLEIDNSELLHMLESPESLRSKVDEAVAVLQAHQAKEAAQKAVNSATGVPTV
NadD block = inhibitors of Staphylococcus aureus NadD | purified NadD enzyme, colorimetric absorbance read-out | inhibition, % at 20 µM | actives 0.78% (n = 360,000) | AID 602399; in the data active = inhibition above about 26%; also: some compounds past the cut are filed as inactive
TbMetRS inhib = blocks T. brucei methionyl-tRNA synthetase activity. actives 0.4% (n = 360,000). AID 624268. purified T. brucei MetRS, ATP depletion, Kinase-Glo luminescence. inhibition, % at 11.9 µM;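 active = inhibition above a per-plate cutoff of the control wells' mean inhibition plus 3 SD, cut at about 5.5% in these data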;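 also: 0% = DMSO wells median and 100% = median of wells with control inhibitor compound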
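System: purified T. brucei MetRS enzyme / Detection: Kinase-Glo luciferase luminescence reporting remaining unconsumed ATP / Medium: HEPES buffer with MgCl2, KCl, DTT, spermine, BSA, pyrophosphatase / Replication: singlicate, one well per compound / Evaluation: percent inhibition relative to median high and low control wells / Schedule: 2 h aminoacylation at 25 °C after 15 min preincubation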
DNMT1 inh = blocks human DNA methyltransferase DNMT1. inhibition (reported as % activation of signal), % at 10 µM. DNMT1 molecular beacon, Hinp1I cleavage, fluorescence. actives 0.83% (n = 360,000); in the data active = inhibition above about 50%
LMPTP block = blocks human LMPTP phosphatase; P24666; recombinant LMPTP-A, OMFP fluorogenic substrate, fluorescence intensity; inhibition, % at 20 µM; actives 0.22% (n = 360,000); AID 651560;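 active = compounds that cut the enzyme signal by at least half of the control window in the single-dose screen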;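 also: plate controls were DMSO wells with enzyme plus substrate for no effect and substrate without enzyme for full effect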
Target sequence (P24666 whole entry, looked up): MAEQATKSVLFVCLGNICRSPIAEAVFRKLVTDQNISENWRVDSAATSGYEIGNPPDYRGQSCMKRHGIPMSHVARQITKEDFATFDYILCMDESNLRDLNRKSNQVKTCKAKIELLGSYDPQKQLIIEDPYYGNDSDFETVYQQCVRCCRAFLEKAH
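Test system: LMPTP-A phosphatase enzyme. Amount: LMPTP-A at 0.625 nM final in the reaction. Reagent: OMFP substrate, 400 µM final. Times: 50 min at room temperature. Signal: endpoint fluorescence intensity from OMFP dephosphorylation. Read-out basis: % inhibition. Benchmarks: no-enzyme and uninhibited controls.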
Rpn11 block = Rpn11 (human) deubiquitinase inhibition; human 26S proteasome, Ub4-pepOG fluorescence polarization; 20S core pre-blocked with epoxomicin; calls only at 20 µM; actives 0.59% (n = 360,000);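 active = inhibition at 20 µM, scaled to each plate's controls, above about 33%, limit read from the data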
SUMO1-SIM PPI = modulators of human SUMO1-mediated protein-protein interactions; P63165; SUMO1 binding to a labelled peptide, TR-FRET, 1 h; inhibition, % at 20 µM; actives 0.33% (n = 360,000); AID 602429; in the data active = inhibition above about 37%
CSN inh = inhibitors of human CSN-mediated cullin deneddylation | Q92905 | Purified CSN, SCF-Nedd8-OG deneddylation, fluorescence polarization | inhibition, % at 12.5 µM | AID 651999 | actives 0.38% (n = 360,000);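 active = pattern-corrected inhibition above about 35%, with an unprinted fluorescence ratio check between 0.5 and 1.5, limit read from the data, passing the limit was not always enough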;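 also: 0% = enzyme with substrate and 100% = substrate without enzyme; some results filed as inactive read as strong as hits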
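Test system: Human Csn5 produced in HEK293T cells | Compound: 12.5 µM single point | Times: 90 min, room temperature | Signal: Fluorescence polarization readout | Read-out basis: % inhibition of substrate cleavage by Csn5 | Controls: no-enzyme wells high, enzyme-with-substrate wells low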
The depositor's hits bear a star; i = inactive; / = no result given.

SMILES | STEP block | Scp-1 inhibitor | PABP1 MLLE inh | NadD block | TbMetRS inhib | DNMT1 inh | LMPTP block | Rpn11 block | SUMO1-SIM PPI | CSN inh
O=C(CSc1ncnc2scc(-c3ccccc3)c12)N1CCN(c2ccccc2F)CC1 | 2 | 1 | -12 | 2 | -1.0 | -4 | 4.2 | i | -4 | -7
O=C(CCN1C(=O)/C(=C/c2ccc(F)cc2)SC1=S)Nc1cccnc1 | 3 | -8 | 16 | 14 | -0.6 | 2 | -0.2 | i | -1 | -1
Cc1ccc(C)c(NC(=O)c2ncn[nH]2)c1 | -1 | 3 | -110 | 14 | -0.3 | 6 | -1.5 | i | -1 | 3
O=C(NC(Cc1ccccc1)C(=O)O)C1CCN(S(=O)(=O)c2cccc(C(F)(F)F)c2)CC1 (stereo not drawn) | 0 | -12 | -7 | 1 | -0.3 | -2 | -0.5 | i | 1 | 6
COc1ccc(CN2CCSCC2)cc1O | -1 | -2 | -1 | -1 | 1.3 | -1 | -0.5 | i | 2 | 4
CCOC(=O)c1c(C)[nH]c(C)c1C(=O)COC(=O)[C@@H](NC(=O)c1ccccc1OCC)C(C)C | 1 | -6 | 7 | -6 | -0.6 | -5 | 2.4 | i | -3 | 7
CCOc1ncccc1C(=O)OCC(=O)NC(=O)c1ccccc1 | 2 | -1 | 0 | 1 | -0.2 | 3 | -1.6 | i | 5 | -3
COc1ccc(NS(=O)(=O)NC(=O)c2c(C)n(C)c3ccccc23)cc1 | 0 | 3 | -8 | -1 | -1.2 | -7 | 1.7 | i | 3 | 2
N#CC1(c2c(O)nc3n(c2=O)CCCS3)CCCCC1 | -2 | -1 | 5 | -3 | -1.1 | 4 | -0.9 | i | 8 | 5
Cc1ccc(N(C)C(=O)C2CCN(S(=O)(=O)c3ccc4c(c3)oc(=O)n4C)CC2)cc1 | 1 | -7 | 6 | 0 | 0.3 | 5 | -1.5 | i | 6 | -5

Record cards, from the list above. Order of screens: STEP block | Scp-1 inhibitor | PABP1 MLLE inh | NadD block | TbMetRS inhib | DNMT1 inh | LMPTP block | Rpn11 block | SUMO1-SIM PPI | CSN inh
CCOc1ncccc1C(=O)OCC(=O)NC(=O)c1ccccc1 reads 2 | -1 | 0 | 1 | -0.2 | 3 | -1.6 | i | 5 | -3
COc1ccc(CN2CCSCC2)cc1O reads -1 | -2 | -1 | -1 | 1.3 | -1 | -0.5 | i | 2 | 4
Cc1ccc(C)c(NC(=O)c2ncn[nH]2)c1 reads -1 | 3 | -110 | 14 | -0.3 | 6 | -1.5 | i | -1 | 3
CCOC(=O)c1c(C)[nH]c(C)c1C(=O)COC(=O)[C@@H](NC(=O)c1ccccc1OCC)C(C)C reads 1 | -6 | 7 | -6 | -0.6 | -5 | 2.4 | i | -3 | 7
Cc1ccc(N(C)C(=O)C2CCN(S(=O)(=O)c3ccc4c(c3)oc(=O)n4C)CC2)cc1 reads 1 | -7 | 6 | 0 | 0.3 | 5 | -1.5 | i | 6 | -5

Later entries:
SMILES | STEP block | Scp-1 inhibitor | PABP1 MLLE inh | NadD block | TbMetRS inhib | DNMT1 inh | LMPTP block | Rpn11 block | SUMO1-SIM PPI | CSN inh
CCc1[nH]nc2c1C1(CCN(C(=O)OCc3ccccc3)CC1)C(C#N)=C(N)O2 | -2 | 1 | -6 | 6 | 0.1 | -2 | 0.3 | i | -2 | 3
CN(CC(=O)NC1CCCCCC1)S(=O)(=O)c1ccc(F)cc1 | 2 | -5 | -4 | -6 | -0.1 | 2 | -0.3 | i | -1 | -2
O=c1c(-c2ccc(Oc3ccccc3)cc2)[n+]([O-])c2ccccc2n1OCc1ccccn1 | 16 | -2 | 2 | 11 | 0.5 | -2 | 0.9 | i | -11 | -6
O=C(O/N=C/c1ccc2c(c1)OCO2)c1ccc([N+](=O)[O-])cc1 | 0 | -13 | 13 | -6 | -1.0 | 5 | -1.3 | i | -8 | 0
Cc1cc2nc(NC(=O)C3(C)CCN(C)C3)[nH]c2cc1C (stereo not drawn) | -2 | / | -12 | -6 | 0.0 | 0 | 1.5 | i | 0 | 1
COCc1[nH][nH]c(=O)c1C=Nc1ccc(Cl)cc1 | -1 | 0 | 12 | -1 | -0.7 | -1 | -2.1 | i | -8 | -1
Cc1ccc(NC(=O)Nc2ccc(S(N)(=O)=O)cc2)cc1 | -1 | -5 | 10 | -3 | 0.3 | 1 | 0.9 | i | 4 | 4
COc1ccc(Br)cc1CNC(=O)Nc1cccs1 | 3 | -2 | 13 | 5 | 4.5 | -26 | 0.1 | i | 0 | 5
COC(=O)[C@H](CCSC)NC(=O)Cn1cnc2c(NCc3ccccc3)ncnc21 | 1 | 4 | -10 | 4 | -0.1 | 5 | -0.6 | i | 3 | 2
Cc1c(C)c2ccc(OCC(=O)NCCN3CCOCC3)c(C)c2oc1=O | -3 | 3 | 8 | -2 | -0.4 | 1 | -0.2 | i | -4 | 2
O=C(COc1ccc2ccc(=O)oc2c1)c1ccccc1 | 5 | -9 | 6 | -3 | 0.5 | 2 | 0.3 | i | -11 | 1
O=C(N/N=C/c1ccc(Br)o1)c1cncc(Br)c1 | 1 | 1 | 7 | -4 | -1.3 | 0 | -0.8 | i | -6 | -2
CC(C)(C)C(=O)Cn1c(=O)n(CC2CCCO2)c(=O)c2ccccc21 (stereo not drawn) | -3 | -4 | 14 | -4 | -1.0 | 0 | -0.6 | i | 0 | -7
CCc1nc(NC(C)(C)C)c2cnn(-c3ccccc3)c2n1 | 3 | -10 | -5 | -12 | -0.5 | -1 | 4.2 | i | -3 | 2
O=C(O)c1ccc(N=c2oc3cc(O)ccc3cc2C(=O)NCc2ccccc2)cc1 | -3 | 7 | -9 | 9 | -1.5 | 3 | 2.0 | i | -10 | 10
O=C(N/N=C1\CC2CC=CC12)c1ccc(Br)cc1 (stereo not drawn) | 1 | -3 | 10 | -6 | -0.1 | -1 | -1.4 | i | -1 | 2
OC[C@@H]1CN(CCN2CCOCC2)C[C@H](n2cnc3c(NCc4ccc(F)cc4)ncnc32)O1 | 2 | / | -9 | 3 | 0.0 | 3 | -0.2 | i | -3 | -1
COc1cc(/C=N/O)cc(Br)c1OCc1cccc(Cl)c1 | 0 | -5 | -7 | -11 | -0.2 | -9 | 2.7 | i | -3 | 2
CC(C)(C)NC(=O)C(c1ccccc1)N(C(=O)c1csnn1)C1CC1 (stereo not drawn) | 1 | -1 | 23 | 6 | -0.2 | 2 | -0.5 | i | -3 | 0
CCOC(=O)N/N=C/c1c[nH]c2ccccc12 | 2 | -12 | 13 | -5 | 0.0 | 3 | -0.3 | i | 1 | 1
CCN(CC)S(=O)(=O)c1ccc2c(c1)nc(CCC(=O)OCc1c(C)noc1C)n2C | 0 | 8 | 4 | -3 | -3.5 | 2 | -0.3 | i | -4 | 3
CN(C)Cc1c(O)ccc2[nH]cnc12 | 2 | -2 | -1 | 2 | -1.0 | -1 | 5.1 | i | -4 | 1
O=C(NCc1ccncc1)C(=O)NCC1OCCN1S(=O)(=O)c1cc(F)ccc1F (stereo not drawn) | -2 | -2 | -4 | 3 | 0.3 | 3 | 0.1 | i | 1 | -2
CCOC(=O)c1ccccc1NC(=O)COC(=O)C1CC(=O)N(c2ccc3c(c2)OCCO3)C1 (stereo not drawn) | 2 | -11 | -30 | -6 | 0.4 | 2 | 1.2 | i | 3 | -6
NC(=O)CSc1nnc(-c2ccccc2Br)n1-c1cccc(C(F)(F)F)c1 | -1 | -4 | 16 | 1 | -1.1 | 0 | -0.2 | i | -1 | 4
Cc1ccc(C(=O)COC(=O)C(C)N2C(=O)C3C4CCC(C4)C3C2=O)cc1C (stereo not drawn) | -1 | -13 | 2 | -7 | -0.4 | 0 | 0.5 | i | 4 | -1
Cc1c(C#N)c2ccccc2n1CC(=O)NCCc1c[nH]c2ccccc12 | 0 | -10 | 2 | -7 | 0.8 | -7 | 0.2 | i | 6 | 0
N#Cc1nc(COc2ccc(Br)cc2)oc1N1CCCCCC1 | 0 | -18 | -4 | 2 | 0.3 | 8 | 3.0 | i | -2 | 1
Cn1nc(-c2ccccc2)nc1-c1ccccc1 | -2 | -3 | -9 | -4 | -0.2 | 2 | -1.0 | i | 0 | 6
Oc1cccc(/C=C/c2ccc3cccc(O)c3n2)c1 | -2 | -9 | 2 | 13 | -0.4 | -23 | 3.4 | i | -9 | -1
O=C(NNS(=O)(=O)c1cc(Cl)c(Cl)cc1Cl)c1cccnc1 | -1 | 1 | -5 | 0 | 0.2 | 0 | -0.5 | i | 1 | 2
O=C(O)CCC(=O)Nc1ccc(-n2ccc(C(F)(F)F)n2)cc1 | 3 | -10 | 14 | -4 | -0.2 | 2 | -2.5 | i | 2 | -1
CCOc1ccc(NC(=O)C[n+]2ccc(N(C)C)cc2)cc1 | 1 | -15 | 24 | -5 | -0.5 | 3 | 0.3 | i | 1 | -1
CCc1ccc(Nc2n[n+](-c3ccccc3)c(-c3ccc(N(CC)CC)cc3)s2)cc1 | -5 | 9 | -145 | 28 | 0.0 | 68* | 4.2 | / | -71 | 91*
Cc1cccc(NC(=O)CSCC(=O)Nc2cc(Cl)ccc2N2CCN(C)CC2)c1 | 0 | -7 | -102 | -1 | -0.1 | -1 | 0.3 | i | -1 | 1
O=c1c2ccccc2nc(-c2cccs2)n1-c1ccc2ccccc2c1 | 1 | -9 | 6 | 4 | 0.1 | 13 | 3.6 | i | 1 | 2
Oc1cccc(N2Cc3ccccc3C2)c1 | -2 | -11 | -4 | 1 | 0.0 | -27 | -0.6 | i | -4 | 1
CC(=O)/C(C#N)=C1\NC(=O)C(Cc2ccc(C)c(C)c2)S1 (stereo not drawn) | 2 | -3 | 5 | 0 | -0.2 | 4 | 0.0 | i | 5 | 5
